MDM2 E3 inh = MDM2-luciferase reporter signal enhancers, primary screen, MDM2 E3 ligase inhibitor project, cell-based, luminescence, 1536-well. E3 ubiquitin-protein ligase Mdm2 (Homo sapiens), Q00987. cell-based MDM2 ubiquitination luciferase reporter, 2 h; 0 = plate control, 100 = twice control, blank-subtracted. signal enhancement, % at 5 µM. 210,000 compounds, 0.11% hits. AID 1230, 2008;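 active = signal enhancement of 30% or more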;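 also: luminescence tracks abundance of the self-degrading MDM2-luciferase fusion protein; higher signal means inhibition of MDM2 E3 ligase activity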
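Material: stable MDM2–luciferase fusion reporter cells / Quantity: 2000 cells/well / Dosing: single 5 µM compound dose, 0.2% final DMSO / Buffer or medium: DMEM / Schedule: 4 h cell settling then 2 h compound exposure, 37 °C / Detection: luminescence with SteadyLite reagent, 15 min at room temperature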
RBBP9 inh = human RBBP9 inhibitors, primary screen, biochemical, fluorescence polarization, FP-Rh probe, HTS; Serine hydrolase RBBP9 (Homo sapiens), O75884; recombinant RBBP9; inhibition, % at 7.94 µM; 220,000 compounds, 0.2% hits;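 active = inhibition above the campaign mean of all tested compounds plus 3 SD, cut at about 14% in these data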;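 also: plate controls were DMSO wells with RBBP9 for no effect and wells lacking RBBP9 protein for full effect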
Target sequence (O75884 whole entry, looked up): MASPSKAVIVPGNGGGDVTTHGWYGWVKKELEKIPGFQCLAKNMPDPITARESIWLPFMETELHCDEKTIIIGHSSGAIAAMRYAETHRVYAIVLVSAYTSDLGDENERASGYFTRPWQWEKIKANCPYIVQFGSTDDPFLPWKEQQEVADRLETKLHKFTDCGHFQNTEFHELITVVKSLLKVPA
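System: RBBP9 protein / Quantity: 2.5 µM RBBP9 dispensing solution, before mixing / Also added: Serine-hydrolase probe FP-Rh, 375 nM pre-mixing / Dosing: 7.94 µM single dose, 0.794% DMSO / Timing: enzyme-compound preincubation 30 min, then probe labeling 45 min, 25 °C / Signal: FP readout at 525/598 nm / Controls: DMSO-treated enzyme wells and wells lacking RBBP9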
Runt-SMMHC FRET = inhibitors of RUNX1 Runt–CBFb-SMMHC binding, primary screen, biochemical, FRET, Cerulean-Runt, Venus-CBFb-SMMHC, uHTS; Runt-related transcription factor 1 (Homo sapiens) + Core-binding factor subunit beta …; Cerulean-Runt/Venus-CBFb-SMMHC FRET ratio 530/480, 1 h; inhibition, % at 20 µM; 220,000 compounds, 0.74% hits; AID 1434, 2008;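 active = mean inhibition across duplicate retests at 20 µM reaching about 50%, limit read from the data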;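 also: 0% = DMSO wells and 100% = wells with excess untagged CBFb-SMMHC; inhibitors lower the FRET ratio by blocking Runt binding to CBFb-SMMHC; some results filed as inactive read as strong as hits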
Hck-Nef inh = inhibitors of Nef-activated human Hck kinase, primary screen, biochemical, Z-Lyte FRET, 384-well, Hck-YEEI; Tyrosine-protein kinase HCK (Homo sapiens), P08631; Recombinant Hck-YEEI plus Nef, Z-Lyte FRET kinase assay; inhibition, % at 20 µM; 220,000 compounds, 0.68% hits;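 active = Hck-Nef kinase inhibition above about 50%, limit read from the data; inactive = inhibition below that limit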;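 also: 0% = DMSO with Hck plus Nef and 100% = Hck alone without Nef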
p97 ATPase inh = inhibitors of human p97 ATPase, primary screen, biochemical. Transitional endoplasmic reticulum ATPase (Homo sapiens), P55072. recombinant p97 ATPase, Kinase-Glo ATP luminescence, 3 h. inhibition, % at 8 µM. 220,000 compounds, 0.42% hits. AID 1481, 2009; in the data active = inhibition above about 15%;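 also: 0% = DMSO vehicle and 100% = wells lacking enzyme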
Target sequence (P55072 whole entry, looked up): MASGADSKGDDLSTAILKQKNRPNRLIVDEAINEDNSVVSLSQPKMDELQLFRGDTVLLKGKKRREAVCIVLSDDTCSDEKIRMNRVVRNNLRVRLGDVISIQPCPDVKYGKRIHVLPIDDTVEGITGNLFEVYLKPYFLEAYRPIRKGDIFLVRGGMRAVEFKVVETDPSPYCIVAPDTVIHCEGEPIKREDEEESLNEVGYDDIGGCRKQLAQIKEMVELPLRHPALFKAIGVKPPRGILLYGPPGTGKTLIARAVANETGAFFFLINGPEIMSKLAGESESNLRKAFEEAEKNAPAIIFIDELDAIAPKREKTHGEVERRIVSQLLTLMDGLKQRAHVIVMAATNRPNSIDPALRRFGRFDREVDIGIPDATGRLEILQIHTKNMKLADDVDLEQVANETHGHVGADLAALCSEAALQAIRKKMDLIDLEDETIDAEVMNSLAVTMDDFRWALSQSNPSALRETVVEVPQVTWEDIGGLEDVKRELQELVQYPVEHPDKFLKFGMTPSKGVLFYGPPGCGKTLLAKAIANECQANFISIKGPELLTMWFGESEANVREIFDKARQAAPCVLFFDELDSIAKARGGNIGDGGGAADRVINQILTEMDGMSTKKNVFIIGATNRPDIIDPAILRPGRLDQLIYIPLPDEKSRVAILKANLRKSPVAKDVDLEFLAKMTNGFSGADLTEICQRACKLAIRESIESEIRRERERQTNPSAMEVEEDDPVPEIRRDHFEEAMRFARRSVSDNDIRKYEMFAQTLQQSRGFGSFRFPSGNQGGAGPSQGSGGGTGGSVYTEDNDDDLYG
NPY-Y1 PAM-ag = NPY-Y1 receptor potentiators or agonists, primary screen, cell-based; Neuropeptide Y receptor type 1 (Homo sapiens), P25929; activation, % at 3.6 µM; AID 1304, 2008; NPY-Y1 expressing cells, potentiator/agonist activation; 220,000 compounds, 0.37% hits; in the data active = activation above about 33%, passing the limit was not always enough;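 also: cells stimulated with NPY at EC10 then isoproterenol at EC100; 0% = low agonist plus stimulus and 100% = saturating agonist plus stimulus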
NPY Y1 blocker = NPY-Y1 receptor antagonists, primary screen, cell-based; Neuropeptide Y receptor type 1 (Homo sapiens), P25929; inhibition, % at 3.6 µM; HEK293-CNG Y1 cells, membrane potential fluorescence; NPY at EC95, then isoproterenol; 200,000 compounds, 1% hits; AID 1040, 2008;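 active = inhibition above the campaign mean inhibition of all tested compounds plus 3 SD, cut at about 20% in these data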;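 also: 0% = DMSO wells given NPY plus isoproterenol and 100% = isoproterenol alone without NPY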
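Test system – HEK293 Y1/CNG channel cell line · Also added – NPY agonist 25 nM, then isoproterenol 1 µM plus Ro 20-1724 25 µM · Compound dosing – one concentration, 3.6 µM, in 0.4% DMSO · Schedule – compound incubation 1 h at room temperature, readout 45 min post-stimulation · Technique – fluorescence, membrane potential probe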
NPY2 pot ag = NPY-Y2 potentiators or agonists, primary screen, cell-based. Neuropeptide Y receptor type 2 (Homo sapiens), P49146. 220,000 compounds, 0.45% hits. activation, % at 3.6 µM. AID 1359, 2008. cells expressing NPY-Y2, potentiator/agonist read-out; in the data active = activation above about 27%;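 also: cells stimulated with NPY near EC25 plus isoproterenol at EC100; 0% = vehicle plus submaximal agonist and 100% = vehicle plus saturating agonist; some results beyond the cut were filed as inactive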
Runt-CBFb FRET = inhibitors of RUNX1 Runt–CBFb binding, primary screen, biochemical, FRET, Cerulean-Runt, Venus-CBFb, uHTS; Cerulean-Runt/Venus-CBFb FRET ratio 530/480, 1 h; inhibition, % at 20 µM; 220,000 compounds, 0.46% hits; AID 1496, 2009;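 active = inhibition over about 50% at 20 µM in the single-dose screen, limit read from the data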;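 also: 0% = DMSO wells and 100% = excess unlabeled CBFb competitor control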
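Doses: 20 µM compound in 1% DMSO | Material: Cerulean-labeled Runt domain protein | Amount: Each fluorescent fusion protein 100 nM | Schedule: Two 1 h room-temperature incubations shielded from light | Measured by: FRET fluorescence | Evaluation: Loss of energy transfer signal | Controls: Unlabeled CBFb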
Numbers without * were called inactive; x = no result given.

[1] O=C(NCc1ccco1)c1cc2c(s1)CSC2
[2] Cc1c(O)ccc(-c2n[nH]c(C(=O)O)c2-c2nc3ccccc3s2)c1O
[3] COc1ccc(N(C(=O)COc2ccccc2OC)S(=O)(=O)c2ccc(C)cc2)cc1
[4] Clc1ccc(-c2ccnc(Oc3ccc4ccccc4c3)n2)cc1
[5] COCCSc1nnc(NC(=O)COC)s1
[6] C=C(C)CN(CC)C(=O)CC1C(=O)NCCN1C (stereo unspecified)
[7] CC(=O)Nc1ccc(NC(=O)c2ccccc2CCc2ccccc2)cc1
[8] COc1ccccc1NC(=O)CCC(=O)OCc1ccc(Br)cc1
Assay by compound	1	2	3	4	5	6	7	8
MDM2 E3 inh	-4	-13	-9	-6	3	-1	-10	-2
RBBP9 inh	2	-7	-9	-6	-4	-2	-11	-15
Runt-SMMHC FRET	16	-7	-2	-8	-4	5	-5	1
Hck-Nef inh	8	23	-1	1	-1	22	-20	-13
p97 ATPase inh	5	8	2	-1	1	6	-2	-5
NPY-Y1 PAM-ag	1	-17	25	7	7	5	-16	-2
NPY Y1 blocker	-7	x	0	6	7	1	-4	5
NPY2 pot ag	13	-9	6	-4	5	8	2	-8
Runt-CBFb FRET	20	-1	-1	-2	0	2	1	0

[9] CCNS(=O)(=O)c1ccc(NC(=O)c2ccccc2)cc1
[10] FC(F)(F)c1ccc(Cl)c(NC(=S)N/N=C/c2ccccc2C(F)(F)F)c1
[11] Nc1c(C(=O)NC23CC4CC(CC(C4)C2)C3)sc2nc3c(c(C(F)(F)F)c12)CCC3
[12] Cc1ccc(C[n+]2cccc(-c3ccccc3)c2)c(C)c1
[13] CCOc1ccc(C(=O)OCC(=O)Nc2cc(C)on2)cc1OCC
[14] CC(CN(C)Cc1nc(Cc2cccc(C(F)(F)F)c2)no1)CN1CCCC1 (stereo unspecified)
[15] CC(C)(C)c1nc2ccccc2[nH]1
[16] NC(=O)c1nn(CC(=O)Nc2ccc3c(c2)OCO3)cc1[N+](=O)[O-]
Assay by compound	9	10	11	12	13	14	15	16
MDM2 E3 inh	-11	6	-4	-1	2	-10	-4	-3
RBBP9 inh	-12	-1	-1	-1	2	-4	-7	-8
Runt-SMMHC FRET	1	11	-74	-3	-2	-4	-5	2
Hck-Nef inh	-14	-1	1	4	0	20	1	12
p97 ATPase inh	2	3	2	4	1	5	-5	-2
NPY-Y1 PAM-ag	-28	-2	-8	9	-11	8	-1	1
NPY Y1 blocker	-5	-2	6	-2	8	14	3	6
NPY2 pot ag	-1	-2	7	1	4	8	10	0
Runt-CBFb FRET	0	2	-5	-2	3	-2	0	1

[17] CCOC(=O)C1(Cc2cccc(OC)c2)CCN(C/C=C/c2ccccc2)CC1
[18] CC(C)(C)OC(=O)N1CCC[C@H]1C(=O)N/N=C/c1cccc2cccnc12
[19] CCn1c(Cc2ccccc2)nnc1SCC(=O)Nc1nnc(-c2ccccc2)s1
[20] CCN(CC)C(=O)C1CCCN(Cc2cccc(Oc3ccccc3)c2)C1 (stereo unspecified)
[21] CCCc1cc(=O)[nH]c(SCC(=O)c2cc(C)n(CCC)c2C)n1
[22] O=C(O)C(=O)/C(=C\c1cccc(Cl)c1)c1ccc2ccccc2n1
[23] C=CCN1C(=O)C2C(C(=O)NC3CCCCC3)C3C=CC2(O3)C1C(=O)NC1CCCC1 (stereo unspecified)
[24] CC(=O)Nc1nc(-c2ccc3c(c2)CCN3S(C)(=O)=O)cs1
Assay by compound	17	18	19	20	21	22	23	24
MDM2 E3 inh	0	-8	-2	-3	-15	-5	8	-7
RBBP9 inh	-4	-3	-1	-5	-10	-7	-8	-8
Runt-SMMHC FRET	-3	3	0	-2	1	37	-1	-4
Hck-Nef inh	28	15	5	18	0	28	-1	19
p97 ATPase inh	-7	-1	-3	-2	-10	-1	-3	2
NPY-Y1 PAM-ag	-24	6	-1	15	-6	-2	-12	-9
NPY Y1 blocker	17	x	6	x	4	2	-11	5
NPY2 pot ag	-20	-7	6	-2	-7	-15	6	10
Runt-CBFb FRET	0	1	0	1	-2	6	-1	7

[25] N#C/C(=C(/O)c1cccs1)c1nc2ccccc2[nH]1
[26] CCOC(=O)c1c(C)[nH]c(C(=O)Nc2ccc(NC(C)=O)cc2)c1C
[27] Cc1ccc(C2C(C(=O)O)c3ccccc3C(=O)N2C)c(C)c1 (stereo unspecified)
[28] O=C(CSc1ncnc2nc[nH]c12)Nc1nnc(SCc2ccc(Cl)c(Cl)c2)s1
[29] Cc1cc(C)c(S(C)(=O)=O)c(Sc2ccc(Cl)cc2)n1
[30] Cn1c(N)c(C(=O)COC(=O)/C=C/c2ccc(S(=O)(=O)N3CCOCC3)cc2)c(=O)n(C)c1=O
[31] Cc1ccc(Cn2cc(/C=N/NC(=O)Cc3nnc(NC(=O)c4ccc(C)cc4)s3)c3ccccc32)cc1
[32] COc1ccc(C)cc1C(=O)CCC(=O)NC1CCCCC1
Assay by compound	25	26	27	28	29	30	31	32
MDM2 E3 inh	-10	-4	-6	-13	-26	5	-94	4
RBBP9 inh	-6	-1	-6	-18	3	-3	-6	-2
Runt-SMMHC FRET	39	-2	2	0	5	-5	-4	3
Hck-Nef inh	4	21	-4	22	3	-6	20	0
p97 ATPase inh	0	-1	2	1	-1	6	3	4
NPY-Y1 PAM-ag	12	8	-5	-21	-15	25	-8	4
NPY Y1 blocker	x	-5	7	-1	-2	x	-5	2
NPY2 pot ag	5	-14	4	8	-11	-1	-4	3
Runt-CBFb FRET	15	0	-3	3	-2	3	x	2

[33] CCCc1nn(C)c(C(=O)Nc2ccc(C)c(C)c2)c1Cl
[34] Cc1ccc(C(=O)COC(=O)CCN2C(=O)C3C4CC(C(Br)C4Br)C3C2=O)cc1 (stereo unspecified)
[35] CC1CCN(C(=O)c2cc3nc(C4CC4)cc(C(F)(F)F)n3n2)CC1
[36] O=C(NN1CCCCC1)c1cccc(COc2ccc(Cl)cc2)c1
[37] COC(=O)c1cc(NS(=O)(=O)c2ccc(N3CCCCC3)c([N+](=O)[O-])c2)cc(C(=O)OC)c1
[38] COc1ccc(OC)c(NC(=O)c2cnc(Nc3ccccc3OC)c3ccccc23)c1
[39] CN1CCN(S(=O)(=O)c2ccc(-c3noc(C4CCN(S(C)(=O)=O)CC4)n3)cc2)CC1
[40] Fc1ccccc1N1CCN(CC2CC3C=CC2C3)CC1 (stereo unspecified)
Assay by compound	33	34	35	36	37	38	39	40
MDM2 E3 inh	2	-6	x	8	-26	-12	-12	-1
RBBP9 inh	2	-2	-8	-10	-4	-3	5	-8
Runt-SMMHC FRET	2	-2	-1	-3	-6	10	5	0
Hck-Nef inh	3	4	-7	4	0	10	0	3
p97 ATPase inh	3	1	-6	1	-2	4	2	1
NPY-Y1 PAM-ag	-36	-11	-28	13	-25	-24	-26	2
NPY Y1 blocker	10	1	4	7	10	10	14	5
NPY2 pot ag	-6	-4	-13	-22	-25	-9	-6	0
Runt-CBFb FRET	-3	-7	-5	0	-8	0	2	0

Three compounds already listed, sorted by the number in NPY2 pot ag, smallest number first:
[4] Clc1ccc(-c2ccnc(Oc3ccc4ccccc4c3)n2)cc1
[20] CCN(CC)C(=O)C1CCCN(Cc2cccc(Oc3ccccc3)c2)C1 (stereo unspecified)
[13] CCOc1ccc(C(=O)OCC(=O)Nc2cc(C)on2)cc1OCC
Assay by compound	4	20	13
MDM2 E3 inh	-6	-3	2
RBBP9 inh	-6	-5	2
Runt-SMMHC FRET	-8	-2	-2
Hck-Nef inh	1	18	0
p97 ATPase inh	-1	-2	1
NPY-Y1 PAM-ag	7	15	-11
NPY Y1 blocker	6	x	8
NPY2 pot ag	-4	-2	4
Runt-CBFb FRET	-2	1	3

(next part)
[41] Cc1cccc(C)c1OCC(O)CNC(C)(C)C (stereo unspecified)
[42] COC(=O)Cc1ccc(NC(=S)Nc2ccccn2)cc1
[43] O=C(Cc1ccc(F)cc1)N/N=C/c1ccncc1
[44] COc1ccc(C2CC(c3cccs3)=NN2C(=O)CSc2nc3c(cnn3-c3ccccc3)c(=O)[nH]2)cc1 (stereo unspecified)
[45] COc1ccc(NC(=O)CN2CCC(C)CC2)c([N+](=O)[O-])c1
[46] O=C1CCCN1c1ccc(S(=O)(=O)Nc2ccc3c(c2)OCCO3)cc1
[47] CCCCCCCC(=O)NN1CCOCC1
[48] COc1ccc(NC(=O)c2ccsc2NC(C)=O)cc1
Assay by compound	41	42	43	44	45	46	47	48
MDM2 E3 inh	-17	-16	-12	x	-6	-12	-17	-5
RBBP9 inh	-7	-2	-7	-7	-5	-13	-9	-10
Runt-SMMHC FRET	-2	2	-3	-1	-2	-2	0	-1
Hck-Nef inh	1	10	-2	36	0	0	1	15
p97 ATPase inh	2	1	-5	5	-6	-12	0	0
NPY-Y1 PAM-ag	19	-5	10	-13	-11	-9	18	1
NPY Y1 blocker	3	-1	5	-2	1	12	1	2
NPY2 pot ag	41*	11	9	5	1	-7	-15	8
Runt-CBFb FRET	0	5	-2	-13	-3	3	-3	0

[49] S=C(NCCSCc1ccc(Cl)cc1Cl)Nc1ccccc1
[50] O=C(Cc1ncon1)Nc1ccc(F)c(F)c1F
[51] COc1cccc2c1OCC(CN1CCN(C3CCCCC3)C(CCO)C1)=C2 (stereo unspecified)
[52] CN(CCO)C1=CC(=O)CC(C)(C)C1
Assay by compound	49	50	51	52
MDM2 E3 inh	-1	-12	-43	-4
RBBP9 inh	-12	8	-4	1
Runt-SMMHC FRET	-1	-9	0	6
Hck-Nef inh	0	-5	16	6
p97 ATPase inh	1	8	3	2
NPY-Y1 PAM-ag	-8	26	-15	4
NPY Y1 blocker	1	x	4	15
NPY2 pot ag	0	-13	-6	2
Runt-CBFb FRET	-2	0	0	4

Screening results (PubChem)
